FLuc counter: qHTS profiling assay for firefly luciferase inhibitor/activator using purifed enzyme and Km concentrations of substrates (counterscreen for miR-21 project) | Potency, µM (series often up to 57.5 µM), for the others: at the top dose activity change, negative = inhibition, most hits filed as inhibitors | 6.9% of 360,000 active | Luciferin 4-monooxygenase (Photinus pyralis), P08659 | AID 588342, 2011 | purified FLuc, Km substrates, luminescence inhibition;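 also: potency is read from the fitted curve at half-maximal effect; plate controls were vehicle for no effect and reference inhibitor for full effect; nearly all actives have a fitted effect of over 55% in size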
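Purified P. pyralis luciferase, 10 nM final, with Km-level 10 uM D-luciferin and 10 uM ATP in 50 mM Tris acetate pH 7.5, 10 mM Mg acetate, 0.01% Tween-20, 0.05% BSA; 6-point qHTS titration about 60 µM downward; luminescence read.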
Menin-MLL TR inh: qHTS Assay for Inhibitors Targeting the Menin-MLL Interaction in MLL Related Leukemias: Competition With Texas Red Labeled MLL-derived Mutant Peptide | O00255 | Menin + Texas Red MLL mutant peptide, fluorescence polarization | Potency, µM (titrated, usually from 61.6 µM), for inactives: at the highest dose FP activity change, negative = inhibition, actives largely listed as inhibitors | 0.23% of 270,000 active | AID 1768, 2009; active = well fitted inhibition curve with a large enough effect in the polarisation, with a control signal flat, not every such curve was filed as active; inconclusive = small, poorly fitted or top-dose-only effect, or effect the other way, or a change in a side signal; inactive = no such curve, though single readings can be large or run the other way; the % refers to the polarisation; also: potency is read from the fitted curve at half-maximal effect; % of control where 0% means no effect; many of its hits are not listed in these tables
Target sequence (O00255 whole entry, looked up): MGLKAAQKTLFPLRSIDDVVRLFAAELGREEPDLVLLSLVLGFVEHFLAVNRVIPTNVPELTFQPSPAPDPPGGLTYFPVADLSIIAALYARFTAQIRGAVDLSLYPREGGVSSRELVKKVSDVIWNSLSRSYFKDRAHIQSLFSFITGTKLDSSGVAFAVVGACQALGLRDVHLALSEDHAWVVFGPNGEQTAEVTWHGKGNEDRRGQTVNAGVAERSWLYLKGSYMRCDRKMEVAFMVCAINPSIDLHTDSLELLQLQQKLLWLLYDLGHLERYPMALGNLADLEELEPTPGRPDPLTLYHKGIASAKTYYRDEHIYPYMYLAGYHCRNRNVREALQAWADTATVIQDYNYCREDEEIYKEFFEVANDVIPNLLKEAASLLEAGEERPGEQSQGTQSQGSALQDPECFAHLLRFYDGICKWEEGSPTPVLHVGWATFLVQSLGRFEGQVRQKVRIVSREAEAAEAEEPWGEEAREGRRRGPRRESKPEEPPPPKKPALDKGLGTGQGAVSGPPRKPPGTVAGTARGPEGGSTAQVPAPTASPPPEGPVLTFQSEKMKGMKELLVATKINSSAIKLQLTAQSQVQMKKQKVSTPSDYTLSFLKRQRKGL
p53 reactivator: qHTS assay for re-activators of p53 using a Luc reporter | H1299 p53-A138V BP100-luciferase reporter, luminescence, 24 h | Potency, µM (titrated, usually from 92.2 µM), inactives show at the highest dose activity change, positive = activation, hits mostly activators | 0.063% of 320,000 active; also: potency is read from the fitted curve at half-maximal effect; % of control where 0% means no effect; nearly all actives have a fitted effect of over 45% in size
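H1299 (p53-null), stable ts p53-A138V + BP100-Luc; 1000 cells/well, Opti-MEM/10% FBS; cpd 4 pt, 1:5; 24 h, 37 deg C, 5% CO2; detection reagent 10 min RT; luminescence.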
Rab9 promoter act: qHTS Assay for Rab9 Promoter Activators. Potency, µM (top dose mostly 9.22 µM), without a hit: at the top dose activation, negative = inhibition, hits mostly activators. 2.8% of 320,000 active. Huh7 Rab9 promoter-luciferase reporter, luminescence, 24 h; also: potency is read from the fitted curve at half-maximal effect; % of control where 0% means no effect; nearly all actives have a fitted effect of over 60% in size
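Huh7 cells stably carrying Rab9 promoter–luciferase reporter, plated 1500 cells/well, compound added after 2 h and incubated 24 h at 37 °C; luciferase luminescence then read after 10 min with detection reagent.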
RORgamma inh: qHTS for inhibitors of ROR gamma transcriptional activity; Drosophila S2 Gal4-RORgamma UAS-luciferase reporter, 20 h; Potency, µM (doses to about 53.6 µM), for the others: top-dose activity change, negative = inhibition, actives largely listed as inhibitors; 5.4% of 310,000 active; also: potency is read from the fitted curve at half-maximal effect; % is scaled to controls: 0 for no effect and ±100 for the full control effect; nearly all actives have a fitted effect of over 60% in size
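Stable Schneider cell line, Gal4 DNA-binding domain fused to ROR gamma, UAS-luciferase. Cmpd 1 hr RT → CuSO4 700 uM final → 20 hr RT → luciferase reagent 10 min → luminescence.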
NPC1 prom act: qHTS Assay for NPC1 Promoter Activators | Huh7 NPC1 promoter luciferase reporter, 24 h | Potency, µM (highest dose often 9.22 µM), inactives show at the top dose activation, actives largely listed as activators | 2.4% of 320,000 active | AID 485313, 2010;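 also: potency is read from the fitted curve at half-maximal effect; % of control where 0% means no effect; nearly all actives have a fitted effect of over 60% in size; reporter is driven by a mutant NPC1 promoter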
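Cells: Huh7 expressing luciferase under the NPC1 promoter, 1500/well. Seeded 2 h, compound added, incubated 24 h at 37 °C. Luciferase reagent, 10 min ambient, then luminescence.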
PKM2 activator: qHTS Assay for Activators of Human Muscle isoform 2 Pyruvate Kinase | Pyruvate kinase PKM (Homo sapiens), P14618 | purified PKM2, Kinase-Glo ATP luminescence, activation; response scale: 0% is enzyme alone, no compound | Potency, µM (series often up to 57.5 µM), inactives show at the highest dose activation, usual class: activators | 0.34% of 260,000 active | AID 1631, 2009; also: potency is read from the fitted curve at half-maximal effect; % is scaled to controls: 0 for no effect and ±100 for the full control effect; nearly all actives have a fitted effect of over 55% in size
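Purified hPK-M2 (>95% pure) converted ADP (0.1 mM final) to ATP with 0.5 mM PEP in 50 mM imidazole pH7.2, KCl, MgCl2, Tween 20, BSA; 1 h at room temperature. ATP detected by Kinase-Glo luminescence.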
BRCA1 expr up: qHTS Assay to Identify Small Molecule Activators of BRCA1 Expression; 1.1% of 380,000 active; MCF7-BRCA1-FFLuc reporter, luminescence, 48 h; response scale: scaled: vehicle 0%, 10 µM genistein 100%; Potency, µM (highest dose often 46.1 µM), without a hit: at the highest dose activation, usual class: activators; also: potency is read from the fitted curve at half-maximal effect; nearly all actives have a fitted effect of over 80% in size; some results filed as inactive show a strong effect at the top dose
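Cells: MCF7-BRCA1-FFLuc, 2000/well. Exposure: 48 h, 37 °C, 5% CO2. Read: luminescence, 15 min post-substrate. Controls: genistein 10 microM (maximal activation), DMSO (neutral).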
ELG1 genotoxic: qHTS screen for small molecules that induce genotoxicity in human embryonic kidney (HEK293T) cells expressing luciferase-tagged ELG1; HEK293T ELG1-luciferase reporter, luminescence, 16 h; Potency, µM (top dose mostly 46 µM), without a hit: at the highest dose activity change, positive = activation, most hits filed as activators; 1.3% of 330,000 active; also: potency is read from the fitted curve at half-maximal effect; % of control where 0% means no effect; nearly all actives have a fitted effect of over 60% in size
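ELG1-luciferase HEK293T cells, 2,000/well; compound pinned in; 16 hr, 37 °C, 5% CO2; ONE-Glo, 30 min RT; luminescence on CCD imager.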
Giardia killer: Small Molecules that selectively kill Giardia lamblia: qHTS | Giardia lamblia trophozoite viability | activity change, % at 7.66 µM, hits read low | 0.15% of 340,000 active | AID 540267, 2011; in the data active = activity change below about -80%; inconclusive = between about -30% and that limit;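 also: parasites exposed to compound for two days anaerobically before the ATP read; % is scaled to controls: 0 for no effect and ±100 for the full control effect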
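Trophozoite viability was measured as ATP-dependent luminescence, read 15-30 min after reagent addition. Before that, parasites at 100 cells/well were exposed to compounds for 48 h, anaerobically, at 37 deg C.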
Gal4-VP16 FLuc: VP16 counterscreen qHTS for inhibitors of ROR gamma transcriptional activity | Drosophila S2 Gal4-VP16 UAS-luciferase, luminescence, 20 h | Potency, µM (highest dose often 53.6 µM), for inactives: top-dose activity, negative = inhibition, hits mostly inhibitors | 3.5% of 310,000 active | AID 2546, 2010;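 also: Gal4-VP16 expression switched on by copper sulfate through the metallothionein promoter; potency is read from the fitted curve at half-maximal effect; % is scaled to controls: 0 for no effect and ±100 for the full control effect; nearly all actives have a fitted effect of over 50% in size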
Active calls of the source: *; ? = inconclusive; / = not tested or not shown; [ ] = remark or other dose. Unless noted, calls follow the shape of the dose curve; as a rule, active = well fitted curve in the direction sought with a large enough effect; inconclusive = small, poorly fitted or top-dose-only effect, or another doubt; inactive = no such curve, though single readings can be large; an effect the other way counts as inactive or inconclusive.

Values run as follows: FLuc counter	Menin-MLL TR inh	p53 reactivator	Rab9 promoter act	RORgamma inh	NPC1 prom act	PKM2 activator	BRCA1 expr up	ELG1 genotoxic	Giardia killer	Gal4-VP16 FLuc
O=C(NCCc1ccccc1)c1ccc2c(=O)[nH]c3c(C(=O)NCC4CCCO4)sc(=S)n3c2c1 (configuration not stated)
    ?	/	21%	4%	40%	3%	/	0%	0%	-3	-1%
Cc1cc([N+](=O)[O-])ccc1NC(=O)C(C)NC1CCCCC1 (configuration not stated)
    7%	4%	12%	0%	-1%	-5%	-6%	-36%	-3%	23	-4%
COc1cc(CCC(=O)OCC(=O)Nc2ccc(C)cc2Br)cc(OC)c1OC
    -3%	?	-2%	3%	3%	-6%	/	43%	2%	4	6%
CC1(c2ccc(Cl)cc2Cl)NC(=O)N(CC(=O)NC2CCCCC2)C1=O (configuration not stated)
    0%	/	-4%	-1%	/	-2%	/	2%	-3%	22	/
CCCCNC(=O)Cn1cnc2sc(C(=O)OCC)c(C)c2c1=O
    2%	8%	-4%	2%	-17%	-2%	1%	-28%	-1%	-14	0%
Cc1c(C(=O)c2ccc(Cl)c([N+](=O)[O-])c2)c2ccccn2c1CCC#N
    -1%	19%	1%	-3%	-16%	2%	6%	-25%	-1%	2	-1%
CCOC(=O)C(NC(=O)CCl)(Nc1sc(C)c(CC)c1C#N)C(F)(F)F (configuration not stated)
    -1%	-2%	-9%	-4%	30%	-4%	11%	-33%	-6%	28	-4%
CCOc1ccc(C(=O)NC(C(=O)NCC(c2cccs2)N(C)C)C(C)C)cc1 (configuration not stated)
    4%	/	11%	-7%	/	1%	/	4%	0%	10	/
CC(=O)c1c(C(C)=O)c(C)n(-c2nc(-c3ccc(Br)cc3)c(C)s2)c1C
    0%	-8%	-3%	-1%	-26%	-3%	3%	-77%[inhibitor]	-13%	-16	-2%
CCc1noc(C)c1C(=O)N1CCC(CCC(=O)Nc2cccc(OC)c2)CC1
    -1%	-11%	-8%	4%	17%	0%	0%	-1%	-11%	-26	3%
COc1ccc(S(=O)(=O)NCC2CCCO2)cc1NC(=O)c1ccccc1 (configuration not stated)
    -1%	/	-18%	-1%[1.84 µM]	-2%	-2%	0%	-13%	8%	-17	1%
COc1cc2c(cc1OC)CN(c1nc(CN3CCOCC3)nc3sc4c(c13)CCC(C)C4)CC2 (configuration not stated)
    -1%	-26%	-11%	-1%	11µM*	1%	0%	-40%	-12%	1	?
Cc1cccc(-c2oc3ccccc3c2C#CCCO)c1
    -6%	61%[activator]	/	-1%	-10%	2%	3%	-3%	-1%	-2	-3%
O=C(NCCc1ccc(Cl)cc1)C1CCN(C(=O)c2ccc(F)cc2)CC1
    1%	-2%	1%	0%	7%	-10%	9%	-20%	-6%	13	6%
CCc1noc(C)c1C(=O)NCCc1ccc(OC)c(OC)c1
    0%	-10%	-5%	1%	-24%	-3%	0%	-19%	0%	-18	-5%
O=C(Nc1ccc(N2CCOCC2)cc1)c1ccc(S(=O)(=O)N2CCCCC2)cc1
    -1%	1%	9%	1%	-1%	-5%	-1%	-8%	3%	-10	2%
COc1ccc(-c2cc3cccc(OC)c3oc2=O)cc1
    0.6µM*	37%[activator]	?	0.5µM*	10µM*	0.45µM*	/	9%	?	?	?
O=C(Nc1ncc(S(=O)(=O)c2ccc([N+](=O)[O-])cc2)s1)c1cccc2ccccc12
    0%	?	9%	-5%	?	-5%	1%	-33%	-8%	-25	-16%
C=CCOC(=O)C1=C(C)NC(SCC(=O)Nc2nccs2)=C(C#N)C1c1cccs1 (configuration not stated)
    1%	?	-2%	3%	?	-7%	-1%	-70%	-14%	24	?
CCCN(CCC)S(=O)(=O)c1cc2c3c(c1)CCN3C(=O)CC2
    2%	-15%	-10%	-1%	-7%	-3%	/	-1%	6%	1	15%
CCOC(=O)N/N=C(\C)c1ccc(Br)cc1
    17µM*	4%	23%	17%	36%	12%	9%	?	?	1	-5%
CC1(c2ccc(OC(F)F)cc2)NC(=O)N(CC(=O)Nc2ccc3[nH]c(=O)[nH]c3c2)C1=O (configuration not stated)
    3%	/	-5%	0%	/	11%	/	-2%	0%	-22	/
COc1ccccc1/C=C/C(=O)NC(=S)Nc1ccccn1
    11µM*	?	?	14%	4.5µM*	?	-4%	-19%	23µM*	20	5.6µM*
CCOC(=O)N1CCN(c2ncnc3c2[nH]c2ccc(OC)cc23)CC1
    -4%	21%	-15%	-8%	0%	4%	-4%	-32%	-9%	18	-16%
O=C(CN(Cc1ccccc1)C(=O)c1csnn1)NCc1ccc2c(c1)OCO2
    2%	/	-4%	6%	2%	1%	/	-4%	-2%	9	3%
O=C1c2ccccc2NC2(CCCC2)N1O
    0%	-1%	8%	-1%	-2%	0%	4%	-51%	-3%	7	-1%
O=C(NCC1CCCO1)c1cn(-c2ccccc2)nc1-c1ccccc1 (configuration not stated)
    6.7µM*	-11%	1%	3%	13%	14%	1%	3%	-2%	8	4%
Oc1ccccc1CN1CCC(C(O)(c2ccccc2)c2ccccc2)CC1
    -1%	-4%	-3%	-12%	45%	-2%	3%	-16%	0%	?	1%
CC(CC12CC3CC(CC(C3)C1)C2)NCc1ccccc1O (configuration not stated)
    4%	?	/	-4%	-28%	0%	1%	-46%	-8%	5	-11%
CCOC(=O)c1ccc(NC(=O)c2ccc(NS(C)(=O)=O)cc2)cc1
    ?	28%	-9%	-2%	-3%	-4%	6%	-7%	-3%	-27	-7%
CC(C)=N/N=C1/NC(=O)C(Cc2ccccc2)S1 (configuration not stated)
    -1%	2%	2%	2%	2.5µM*	-7%	3%	-12%	1%	-9	2.8µM*
COc1cc(CNCc2ccccn2)ccc1OCc1ccc(Cl)cc1Cl
    -9%	?	-1%	8%	11µM*	2%	-2%	-33%	-2%	0	-23%
COc1ccccc1Nc1cc(C)nc2c(C)ccc([N+](=O)[O-])c12
    1%	-7%	3%	-3%	7%	-7%	9%	-36%	0%	?	0%
CN1c2ccccc2Oc2nnc(Cl)cc21
    3%	-3%	-9%	2%	-15%	-9%	5%	11%	5%	-6	-8%
CC(Sc1ccc2ccccc2c1)C(=O)NC(N)=O (configuration not stated)
    2%	-13%	0%	0%	18%	6%	0%	-4%	1%	-6	-14%
COc1ccc([N+](=O)[O-])cc1NC(=O)CSCc1ccccc1C
    0%	29%	-3%	-1%	11%	-2%	7%	-23%	-11%	2	14%
Cn1cccc1C(=O)NC(=O)COC(=O)CNC(=O)c1ccc(Cl)cc1Cl
    ?	-17%	1%	5%	-2%	-4%	-1%	12%	-1%	8	-6%
COc1ccc(OC)c(/C=N/NC(=O)c2ccncc2)c1
    -10%	-5%	7%	2%	-2%	-2%	0%	-4%	-1%	-12	-12%
Cc1nn(CC(=O)c2cccc(Cl)c2)c(C)c1[N+](=O)[O-]
    -17%	14%	-1%	-2%	13%	-3%	-1%	3%	4%	41[activator]	-4%
CCC(Oc1ccc(Br)cc1Cl)C(=O)Nc1nnc(C2CC2)s1 (configuration not stated)
    0%	/	-15%	-4%	13µM*	-2%	0%	-18%	2%	4	?
CC1CCCCC1NC(=O)CSc1nnc(-c2ccccc2)n1N (configuration not stated)
    -1%	-7%	2%	7%	17%	0%	-2%	33%	0%	-3	-9%
CC(C)c1nnc(NC(=O)c2cccs2)s1
    13µM*	13%	11%	2.5µM*	?	2.8µM*	-2%	?	4.1µM*	-11	?
Cn1cnnc1SCC(=O)Nc1ccc(S(=O)(=O)N2CCCC2)cc1
    1%	12%	3%	-1%	10%	-2%	-7%	4%	0%	-4	3%

A portion of the library; rates above refer to the full screens.
